# Compound activity as filed in PubChem.
# TDP1 inh – inhibitors of human tyrosyl-DNA phosphodiesterase TDP1 | Q9NUW8 | actives 0.28% (n = 350,000) | recombinant TDP1, AlphaScreen DNA substrate cleavage | Potency, µM (doses to about 130 µM), without a hit: at the highest dose activity change, negative = inhibition, actives largely listed as inhibitors; also: nearly all actives have a fitted effect of over 40% in size
# Target sequence (Q9NUW8 whole entry, looked up): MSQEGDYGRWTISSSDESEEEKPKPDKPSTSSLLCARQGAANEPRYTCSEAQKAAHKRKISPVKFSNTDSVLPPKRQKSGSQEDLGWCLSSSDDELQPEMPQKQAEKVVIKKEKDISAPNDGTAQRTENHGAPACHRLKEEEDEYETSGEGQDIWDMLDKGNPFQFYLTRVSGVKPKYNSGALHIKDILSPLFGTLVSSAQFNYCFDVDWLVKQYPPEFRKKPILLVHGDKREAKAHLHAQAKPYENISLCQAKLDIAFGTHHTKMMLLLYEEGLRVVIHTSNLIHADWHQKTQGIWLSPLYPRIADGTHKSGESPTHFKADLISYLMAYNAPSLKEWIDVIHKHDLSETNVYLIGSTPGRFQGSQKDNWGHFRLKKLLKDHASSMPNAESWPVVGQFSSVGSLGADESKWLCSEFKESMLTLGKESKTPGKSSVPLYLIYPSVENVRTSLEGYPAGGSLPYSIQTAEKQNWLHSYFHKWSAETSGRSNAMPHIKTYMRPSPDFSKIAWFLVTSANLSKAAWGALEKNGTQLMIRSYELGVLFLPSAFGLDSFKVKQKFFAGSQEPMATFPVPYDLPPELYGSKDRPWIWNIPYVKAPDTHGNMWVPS
#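 Recombinant human Tdp1 (E. coli-expressed, 1 nM final) preincubated with compounds 15 min at room temperature, then 5'-biotin/3'-phosphotyrosine-FITC DNA substrate (15 nM final) added for 5 min. AlphaScreen beads (10 ug/ml final) added 10 min; cleavage lowers signal.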
# TDP1 cell CPT – growth inhibition of DT40 Tdp1-/-;hTDP1 cells with camptothecin (screen for TDP1 inhibitors); actives 12% (n = 420,000); Potency, µM (doses to about 46.2 µM), inactives show top-dose activity change, negative = growth inhibition, actives largely listed as inhibitors; chicken DT40 Tdp1-/-;hTDP1 cells + 20 nM CPT, ATP luminescence, 48 h; also: nearly all actives have a fitted effect of over 55% in size
#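 Cell growth measured by CellTiter-Glo luminescence after a minimum 48 h, 37 C compound exposure with 20 nM CPT in Tdp1-knockout DT40 cells stably expressing hTDP1, seeded 400/well; qHTS titration format.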
# DT40 TDP1 no CPT – qHTS for Inhibitors of human tyrosyl-DNA phosphodiesterase 1 (TDP1): qHTS in cells in absence of CPT; DT40 Tdp1-/- hTDP1 cells, no CPT, ATP luminescence, 48 h; Potency, µM (titrated, usually from 46.2 µM), without a hit: at the highest dose activity change, negative = growth inhibition, usual class: inhibitors; actives 15% (n = 420,000); AID 686978, 2013; also: nearly all actives have a fitted effect of over 55% in size
#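 DT40 Tdp1-/-;hTDP1 cells, no CPT (DMSO vehicle only), 400 cells/well; compounds pin-transferred; ≥48 hr, 37 °C; CellTiter-Glo 30 min RT dark, luminescence read.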
# * = called active by the depositor; ? = inconclusive; . = not tested or not shown; [ ] = dose if it differs, or a comment. Calls follow the shape of the dose curve; as a rule, active = well fitted curve in the direction sought with a large enough effect; inconclusive = small, poorly fitted or top-dose-only effect, or another doubt; inactive = no such curve, though single readings can be large; an effect the other way counts as inactive or inconclusive. % is scaled to controls: 0 for no effect and ±100 for the full control effect; potency is read from the fitted curve at half-maximal effect. Hits appear at their usual frequency; any-hit rate near 18%.
SMILES,TDP1 inh,TDP1 cell CPT,DT40 TDP1 no CPT
CCN(CC)c1ccc2c(O)cc(=O)oc2c1,5%,5%,1%
CCN(CC)S(=O)(=O)c1ccc2c(c1)N(CC(=O)NCCCN1CC(C)CC(C)C1)C(=O)CO2 (stereo not given),1%,-4%,2%
O=C(NCc1cccc(Cl)c1)C(=O)Nc1ccc2nc3n(c(=O)c2c1)CCCCC3,3%,-26%,-29%
CCOC(=O)c1c(C)[nH]c(C(=O)CSc2nnnn2-c2ccccc2)c1C,2%,2%,-18%
O=C(CCS(=O)(=O)c1ccc(Br)cc1)Nc1ccc(Br)cc1F,.,1%,-3%
N#C/C(=C\C=C\c1ccccc1[N+](=O)[O-])C(=O)NC1CCCCC1,9%,9.2µM*,9.2µM*
CCC(c1ccccc1)c1nc(-c2cccnc2)no1 (stereo not given),3%,-4%,0%
C[C@H]1CN([C@@H](C)CO)C(=O)c2cc(Br)cnc2O[C@H]1CN(C)C(=O)c1ccc2c(c1)OCO2,.,17%,2%
Cc1c(C(=O)c2ccc([N+](=O)[O-])cc2)c(=O)n(C)c(=O)n1C,5%,-8%,-5%
c1coc(CN(Cc2cccs2)Cc2nnnn2C2CCCCC2)c1,5%,?,?
Cn1cnnc1SCC(=O)Nc1ccc(N2CCOCC2)cc1,6%,8%,7%
Cc1cc(-c2nnc(CCC(=O)N(C)C(C)c3cccs3)o2)no1 (stereo not given),1%,-2%,2%
COc1cccc(C(=O)Nc2ccccc2C(=O)OCc2cc(=O)n3c(C)csc3n2)c1,-6%,13%,-15%
Cc1nc2ccccn2c1C(=O)Nc1ccc(Cl)cc1,7%,-23%,?
CCCCN1CCCC1C(=O)Nc1c(C)cc(C)cc1C (stereo not given),4%,?,?
O=C(Nc1ccccc1)c1ccn[nH]1,4%,-15%,-4%
CC(C(=O)N1CCCc2ccccc21)N1CCN(S(=O)(=O)c2ccccc2F)CC1 (stereo not given),2%,?,?
CCc1c(C)nc2nncn2c1NCc1ccc(OC)cc1,0%,16µM*,18µM*
CCOc1ccccc1NC(=O)C1CCN(S(=O)(=O)c2ccc3[nH]c4c(c3c2)CCCCC4)CC1,3%,?,?
O=C(N/N=C/c1ccc(Br)s1)c1ccco1,4%,?,?
COc1ccc(C2CC(c3ccccc3)=NN2C(=O)COC(=O)c2cnc(Cl)c(Cl)c2)cc1 (stereo not given),3%,21µM*,?
O=C(Cn1cc(COc2c(F)c(F)c(Br)c(F)c2F)nn1)c1ccc(O)cc1,.,?,?
CN1C(=O)C(O)(CC(=O)c2ccncc2)c2ccccc21 (stereo not given),-2%,?,?
COc1ccc(-c2nc(CN3CCC(C(=O)N4CCc5ccccc54)CC3)c(C)o2)cc1OC,4%,?,?
CCSc1nc(-c2ccccc2)cc(=O)[nH]1,0%,6%,1%
Cc1cc(NC(=O)CSc2nc(=O)n(CCCN(C)C)c3c2CCCC3)no1,0%,4%,-1%
O=C(c1ccc([N+](=O)[O-])cc1)N1CCN(C2=NS(=O)(=O)c3ccccc32)CC1,2%,-19%,-5%
COc1ccc(/C=C/c2c(-c3ccc(OC)cc3)oc3cccnc23)cc1,.,-28%,-19%
CCn1cc(CNC(=O)c2cc(-c3ccc(C)cc3)nc3ccc(Br)cc23)c(C)n1,-4%,6.5µM*,13µM*
O=C(CCCCCNC(=O)c1ccccc1)N/N=C/c1ccccc1,0%,-5%,-6%
CC(=O)N1CCC(c2nc3ccccc3n2C(C)C(=O)NCc2ccccc2)CC1 (stereo not given),.,5%,5%
CCCCn1c(-c2ccc(C(C)(C)C)cc2)nc2cc3[nH]c(=O)c(C(C)C)nc3cc21,.,?,15µM*
Cc1ccc(-n2ncc3c(SCC(=O)Nc4cc(C)on4)ncnc32)c(C)c1,4%,-16%,-26%
Cc1ccc(NS(=O)(=O)c2cccc(C(=O)n3ncc(C#N)c3N)c2)c(C)c1,0%,-23%,-40%
CCn1c(SCC(=O)Nc2nc(C)cs2)nnc1-c1ccoc1C,7%,-7%,-11%
COc1ccc(C(=O)NCc2nnc(SCC(=O)NC3CCCC3)o2)cc1,4%,-8%,5%
CC1CN(C(=O)c2cc3ccccc3cc2O)CC(C)O1 (stereo not given),0%,2%,-6%
CCOc1ccc(-c2cnc3ccccc3n2)cc1,5%,-29%,?
O=C(NC1CCSc2ccccc21)c1cccc(Cl)c1 (stereo not given),6%,-20%,-11%
Cc1ccccc1OCC(=O)Nc1ccc2nc(SCCOc3ccccc3)sc2c1,3%,-17%,-7%
NC(=O)C1CCN(C(=O)OCc2ccccc2)CC1,0%,-7%,-2%
COc1cc(OC)c(S(=O)(=O)NC(C)C)cc1C(=O)O,2%,-12%,6%
Cc1cccc(Cn2c(SCc3ccc(C(=O)NCCc4ccccc4)cc3)nc3ccncc32)c1,10%,?,13µM*
COC(=O)C1=C(N)OC2=C(C(=O)CC(C)(C)C2)C1c1cccnc1 (stereo not given),2%,-11%,-14%
Cc1ccc(NC(=O)c2c(NC(=O)CCC(=O)O)sc3c2CCCCC3)cc1,-2%,?,?
O=C(CNC(=O)c1sc2ccccc2c1Cl)NCc1ccc(F)cc1,-5%,?,-28%
CCNC(=S)Nc1cccc(S(=O)(=O)Nc2ccccc2OC)c1,.,?,23µM*
COc1cc(/C=C/C(=O)OCC(=O)NC(=O)NC(C)C)cc(OC)c1OC,4%,5%,2%
CC1(C)c2ccccc2C(=O)c2ccccc21,.,-30%,?
COc1ccc2nc(C)cc(Nc3ccc(Cl)c(Cl)c3)c2c1,3%[12.3 µM],2.1µM*,1.8µM*
Cc1ccccc1OCCSc1nc(C)c(Cc2ccccc2)c(=O)[nH]1,2%,?,-20%
N/C(Cc1ccc(Cl)c(Cl)c1)=N\OC(=O)c1cccs1,6%,-14%,-19%
Cc1scc(C(=O)N/N=C/c2ccc(Cl)s2)c1C,-1%,?,16µM*
CC(=O)Nc1ccc(OCC(O)CN2CCN(c3cccc(Cl)c3)CC2)cc1 (stereo not given),4%,-9%,-2%
O=C(c1ccc(COc2ccccc2Br)cc1)N1CCCCCC1,0%,?,16µM*
Cc1ccc(Oc2cnc3ccccc3n2)cc1,9%,?,-16%
O=C(CCN1C(=O)/C(=C\c2ccccc2)SC1=S)NCCCN1CCOCC1,7%,?,?
CCOc1ccc(CCNC(=O)C2CC=CCC2C(=O)OC(C)C)cc1OCC (stereo not given),.,?,-19%
c1ccc(CNc2c(C3CCNCC3)nc3scc(-c4ccccc4)n23)cc1,.,?,-16%
O=S(=O)(Cc1cc(-c2ccccc2Cl)no1)c1ccccc1,-1%,-25%,-16%

# An excerpt of these results, with tabs:
structure	TDP1 inh	TDP1 cell CPT	DT40 TDP1 no CPT
Cc1ccccc1OCC(=O)Nc1ccc2nc(SCCOc3ccccc3)sc2c1	3%	-17%	-7%
NC(=O)C1CCN(C(=O)OCc2ccccc2)CC1	0%	-7%	-2%
COc1cc(OC)c(S(=O)(=O)NC(C)C)cc1C(=O)O	2%	-12%	6%
Cc1cccc(Cn2c(SCc3ccc(C(=O)NCCc4ccccc4)cc3)nc3ccncc32)c1	10%	?	13µM*
COC(=O)C1=C(N)OC2=C(C(=O)CC(C)(C)C2)C1c1cccnc1 (stereo not given)	2%	-11%	-14%
Cc1ccc(NC(=O)c2c(NC(=O)CCC(=O)O)sc3c2CCCCC3)cc1	-2%	?	?
O=C(CNC(=O)c1sc2ccccc2c1Cl)NCc1ccc(F)cc1	-5%	?	-28%
CCNC(=S)Nc1cccc(S(=O)(=O)Nc2ccccc2OC)c1	.	?	23µM*
COc1cc(/C=C/C(=O)OCC(=O)NC(=O)NC(C)C)cc(OC)c1OC	4%	5%	2%
CC1(C)c2ccccc2C(=O)c2ccccc21	.	-30%	?
COc1ccc2nc(C)cc(Nc3ccc(Cl)c(Cl)c3)c2c1	3%[12.3 µM]	2.1µM*	1.8µM*
Cc1ccccc1OCCSc1nc(C)c(Cc2ccccc2)c(=O)[nH]1	2%	?	-20%
N/C(Cc1ccc(Cl)c(Cl)c1)=N\OC(=O)c1cccs1	6%	-14%	-19%
Cc1scc(C(=O)N/N=C/c2ccc(Cl)s2)c1C	-1%	?	16µM*
CC(=O)Nc1ccc(OCC(O)CN2CCN(c3cccc(Cl)c3)CC2)cc1 (stereo not given)	4%	-9%	-2%
O=C(c1ccc(COc2ccccc2Br)cc1)N1CCCCCC1	0%	?	16µM*
Cc1ccc(Oc2cnc3ccccc3n2)cc1	9%	?	-16%
O=C(CCN1C(=O)/C(=C\c2ccccc2)SC1=S)NCCCN1CCOCC1	7%	?	?
CCOc1ccc(CCNC(=O)C2CC=CCC2C(=O)OC(C)C)cc1OCC (stereo not given)	.	?	-19%
c1ccc(CNc2c(C3CCNCC3)nc3scc(-c4ccccc4)n23)cc1	.	?	-16%
O=S(=O)(Cc1cc(-c2ccccc2Cl)no1)c1ccccc1	-1%	-25%	-16%

# Next results.
SMILES,TDP1 inh,TDP1 cell CPT,DT40 TDP1 no CPT
Cc1ccc(NC(=O)CNc2ccc(OC(C)C)cc2)c(C)c1,9%[56.1 µM],?,?
c1ccc2c(c1)c1c(c3ccccc32)CN2CCCC2C1 (stereo not given),.,5.2µM*,8.2µM*
Cc1cc(Nc2ccccc2)n(C(=O)c2ccccc2)n1,0%,-5%,0%
c1ccc(Cc2nnc3sc(-c4cccnc4)nn23)cc1,8%,?,-19%
CCc1ccc(C(=O)/C=C/Nc2ccc(S(=O)(=O)Nc3onc(C)c3C)cc2)cc1,3%,-3%,-25%
Cc1ccc(NC(=O)C2COc3ccccc3O2)cc1 (stereo not given),-7%,-8%,-21%
COCC(C)NC(C(=O)Nc1ccc(Cl)c([N+](=O)[O-])c1)c1ccccc1 (stereo not given),0%,-11%,-27%
CS(=O)(=O)N1CCN(C(=O)c2ccc3c(c2)OCCO3)CC1,.,2%,5%
CN(C)CCCNC(=O)c1ccccc1Oc1ccccc1,4%,2%,15%
NC1=NC(=O)/C(=C/c2ccc(-c3ccc(S(N)(=O)=O)cc3)o2)S1,.,-12%,-16%
COc1ccccc1C(=O)NS(=O)(=O)c1ccc(C)cc1,1%,4%,1%
CC1CCCC(NC(=O)COC(=O)c2ccc(Cl)nc2)C1C (stereo not given),-4%,-12%,-1%
CCOc1cc(/C=C(\C#N)C(=O)NCc2cccnc2)ccc1O,0%,-3%,-14%
COc1cc2c(cc1OC)C(C)N(C(=O)c1ccc(Cl)c(S(=O)(=O)N3CCCCC3)c1)CC2 (stereo not given),.,21µM*,10µM*
COc1ccc(C)cc1S(=O)(=O)Nc1cc2c3c(c1)CCN3C(=O)CC2,-15%,-14%,-25%
c1cnc2ccc(C(c3nnnn3C3CCCC3)N3CCN4CCCC4C3)cc2c1 (stereo not given),4%,-3%,-3%
CCn1nnnc1NC(=O)c1ccc2ccccc2c1,6%,3%,6%
CCn1c(COc2ccccc2C)nnc1SCC(=O)O,-1%,-17%,-4%
Cc1ccc(CN2CC(=O)N3[C@H]4c5ccccc5OC[C@@H]4[C@H](c4ccccc4)[C@]3(C)C2=O)cc1,2%,?,?
CN(C)c1ccc(/C=C2\C=Cc3ccccc32)c(Cl)c1,.,?,13µM*
Cc1ccc(CN2CCC(c3cc(-c4cccs4)n[nH]3)CC2)cc1,3%,?,?
Cc1ccc(C(=O)N2CCCC(N3CCN(c4cccc(C(F)(F)F)c4)CC3)C2)s1 (stereo not given),4%,1.3µM*,6.5µM*
Cn1ncc(Cl)c1C(=O)N/N=C/c1ccccn1,8%,?,?
CCOc1ccc2nc(N(CCCN(C)C)C(=O)c3ccc(C(=O)c4ccccc4)cc3)sc2c1,11%,?,?
COc1cccc(C2(c3cccc(OC)c3)CC2C(=O)Nc2cccc3ccccc23)c1 (stereo not given),1%,?,26µM*
Cc1cccc(N(C(=O)CNC(=O)c2cccs2)C(C(=O)NC2CCCC2)c2ccncc2)c1 (stereo not given),.,-1%,2%
CC12CN3CC(C)(CN(C1)C3c1ccc3c(c1)OCO3)C2=O (stereo not given),5%,-2%,13%
COc1ccc(CNC(=O)Nc2ccc3c(c2)c(=O)n(C)n3Cc2cccc(C(F)(F)F)c2)cc1,.,?,23µM*
OC(c1ccccc1)c1nc(/C=C/c2ccccc2)cs1 (stereo not given),.,-27%,-26%
Cc1ccc(-n2c(SCC(=O)N3CCc4ccccc43)nc3c([nH]c4ccccc43)c2=O)cc1,-1%,?,?
